# From PubChem BioAssay
# Siah-1 displacement = Siah-1 peptide-binding antagonists, primary screen, biochemical, fluorescence polarization, rhodamine-plectin, uHTS (AID 1817); Siah-1 / rhodamine-plectin peptide fluorescence polarization; higher % means a stronger effect; displacement, % at 20 µM, or IC50 in µM where a hit was titrated; 0.02% of 290,000 active;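 active = displacement of at least 50% at 20 µM, with a fluorescence ratio check between 0.3 and a set limit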;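 also: plate controls were Siah plus tracer with DMSO for no effect and tracer alone without Siah for full effect; strong numbers were not always called active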
# MgcRacGAP inhibition = MgcRacGAP GTPase-activating activity inhibitors, confirmation, biochemical, ADP Hunter fluorescence. 0.6% of 340,000 active. AID 624330. one-dose inhibition, % at 30 µM; IC50 in µM for titrated hits. MgcRacGAP-stimulated Rac1 GTP hydrolysis, ADP Hunter fluorescence; higher % means a stronger effect; GST-tagged Rac1 F28L mutant substrate;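 active = first-screen hits whose inhibition reached a set limit at any dose in the follow-up dose series; inconclusive = inhibition above the set first-screen limit but never retested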;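 also: fluorescence reports GDP produced by GAP-driven GTP hydrolysis; strong numbers were not always called active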
# AID2073 = inhibitors of Mint1-CaV2.2 protein interaction, biochemical, HTRF (AID 2073); HTRF protein-protein interaction, Mint1-CaV2.2; higher % means a stronger effect; inhibition, % at 20 µM; hits with a dose series show IC50 in µM; 0.19% of 290,000 active; in the data active = inhibition mostly above about 51%, no sharp cut-off; inconclusive = no clear call, values can overlap the other calls; inactive = mostly below about 53%; also: some results filed as inactive read as strong as hits
# West Nile virus CPE = inhibition of WNV-induced cytopathic effect – cell-based, CPE readout (AID 1621); West Nile virus-infected cells, CPE inhibition; higher % means a stronger effect; CPE inhibition, % at 10 µM, or IC50 in µM where a hit was titrated; 0.02% of 290,000 active; in the data active = a potency from the dose series; inconclusive = CPE inhibition mostly from about 3.7% at the one dose, without a potency; inactive = the rest, 99 in 100 with CPE inhibition below about 2.2%; also: strong numbers were not always called active
# K1F lysis inhibition = protection from phage-mediated lysis, alamar blue read-out – E. coli UTI89, K1F phage, bacterial capsule biogenesis inhibitors (AID 488966). E. coli UTI89 K1F phage lysis, alamar blue, 2 h; higher % means a stronger effect. one-dose inhibition, % at 100 µM; IC50 in µM for titrated hits. 0.02% of 340,000 active;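 active = phage lysis inhibition, versus mean bacterial control, above a set limit; inconclusive = no clear call, values can overlap the other calls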;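 also: capsule biogenesis inhibitors block K1F phage lysis so surviving cells raise fluorescence; higher fluorescence means more inhibition of phage lysis; actives were called in the ten point dose series up to 300 µM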
# RSV antiviral HEp-2 = RSV antiviral activity via CPE protection, HEp-2 cells, primary 10 µM value included (AID 2391); HEp-2 cells, RSV-induced CPE inhibition; higher % means a stronger effect; CPE inhibition, % at 10 µM; hits with a dose series show IC50 in µM; 0.13% of 310,000 active; in the data active = a potency from the dose series; inconclusive = CPE inhibition mostly from about 23% at the one dose, without a potency; inactive = the rest, 99 in 100 with CPE inhibition below about 21%; also: strong numbers were not always called active
# NS5 inhibitors = Dengue-2 NS5 methyltransferase inhibitors, primary screen, biochemical, confirmation dose response (AID 588689) | Dengue-2 NS5 methyltransferase capping enzyme assay, biochemical; higher % means a stronger effect | inhibition, % at 25 µM, or IC50 in µM where a hit was titrated | 0.3% of 340,000 active; in the data active = a potency from the dose series; inconclusive = inhibition above about 29% without an active follow-up result
# NTR1 agonist = agonists of NTR1, primary screen, imaging, U2OS cells, beta-arrestin-GFP, high content (AID 493036); 0.17% of 330,000 active; NTR1-U2OS beta-arrestin-GFP spot imaging, agonist mode; activation, % at 20 µM;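 active = activation at or above 40% of the spot to cytoplasm intensity ratio, with at least 20 cells analyzed; inconclusive = wells under 20 cells, flagged as cytotoxic or low count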;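 also: 0% = DMSO without peptide and 100% = 100 nM NTR1 peptide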
# Target sequence (P30989 whole entry, looked up): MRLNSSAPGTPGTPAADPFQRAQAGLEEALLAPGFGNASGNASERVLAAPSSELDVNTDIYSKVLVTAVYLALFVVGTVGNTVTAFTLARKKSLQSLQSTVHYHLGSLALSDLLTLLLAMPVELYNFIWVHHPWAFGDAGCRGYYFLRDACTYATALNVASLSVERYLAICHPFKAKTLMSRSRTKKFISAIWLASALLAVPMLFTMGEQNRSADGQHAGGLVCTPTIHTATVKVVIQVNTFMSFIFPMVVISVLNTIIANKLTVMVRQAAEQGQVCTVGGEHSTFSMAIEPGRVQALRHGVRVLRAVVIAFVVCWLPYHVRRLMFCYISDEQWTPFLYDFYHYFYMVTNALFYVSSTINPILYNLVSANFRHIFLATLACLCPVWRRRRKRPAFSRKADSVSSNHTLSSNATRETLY
# Large T inhibition = SV40 large T antigen inhibitors, biochemical (AID 1903); SV40 large T antigen ATPase/helicase inhibition assay; higher % means a stronger effect; inhibition, % at 20 µM, or IC50 in µM where a hit was titrated; 0.39% of 310,000 active; in the data active = a potency from the dose series; inconclusive = inhibition mostly from about 32% at the one dose, without a potency; inactive = the rest, 99 in 100 with inhibition below about 32%; also: strong numbers were not always called active
# NTR1 agonist cell count 20 µM = recorded beside NTR1 agonist, whose call it bears; cell count; measured here: cell count, cytotoxicity flag
# Numbers without * were called inactive; ? = inconclusive; / = no result given; [ ] = dose if it differs, or a comment.
# Each structure is followed by: West Nile virus CPE, AID2073, NTR1 agonist cell count 20 µM, RSV antiviral HEp-2, NS5 inhibitors, K1F lysis inhibition, MgcRacGAP inhibition, NTR1 agonist, Large T inhibition, Siah-1 displacement
- CC(=O)n1cc([C@@H]2C=C(C(=O)N3CCN(Cc4ccccc4)CC3)O[C@H](OCc3ccc(CO)cc3)C2)c2ccccc21
  0.0%, 14.6%, 85, 2.4%, -10.3%, -1.4%, -1.2%, 3.9, 8.9%, -2.1%
- CC1CCN(C(=O)CCNC(=O)c2ccccc2)CC1
  -0.4%, 4.9%, 49, 0.6%, 3.2%, 0.3%, -1.8%, 0.7, 2.4%, 1.0%
- CC12CC3CC(C)(C1)CC(C(=O)NCc1ccco1)(C3)C2
  -0.7%, 1.8%, 39, -0.6%, /, 0.4%, 6.6%, -0.2, 1.5%, -0.9%
- O=C(NCc1nnnn1-c1cccc(F)c1)c1ccc(S(=O)(=O)N2CCOCC2)cc1
  /, /, 51, -0.7%, -2.9%, -0.1%[50 µM], -4.8%, 0.1, 22.3%, /
- COCCCN(C(=O)c1ccccc1)c1nc(-c2ccc(OC)cc2)cs1
  -0.8%, 4.8%, 63, ?, -6.9%, 1.6%, 7.7%, 1.6, 12.1%, 0.1%
- COc1ccccc1C(=O)Nc1nnc(S(=O)(=O)N2CCC(C)CC2)s1
  -0.1%, -4.6%, 69, ?, 1.8%, 0.4%, 13.1%, 1.1, 5.6%, 7.8%
- CCOC(=O)c1c(C)[nH]c(C)c1S(=O)(=O)N(C)CC(=O)NCc1ccc(F)cc1
  0.0%, 4.6%, 62, 2.3%, -3.5%, 0.1%, 12.6%, -0.7, 8.0%, -0.8%
- Cc1ccc(-c2nc(CS(=O)CC(=O)NCc3ccccc3)c(C)o2)cc1 (stereo not drawn)
  -0.4%, 14.3%, 66, 2.6%, -7.0%, 0.7%, 5.6%, 0.0, 2.4%, -0.3%
- CCCNc1c(NS(=O)(=O)c2cccc(C#N)c2)c(=O)oc2ccccc12
  -0.4%, 7.2%, 72, 2.3%, -3.5%, 0.2%, 4.3%, -0.5, 16.9%, 0.8%
- CC(NC(=O)C(Cc1ccccc1)NC(=O)c1ccccc1)C(=O)O (stereo not drawn)
  0.5%, 9.6%, 88, 0.3%, -1.8%, 1.1%, 8.3%, 1.2, -0.1%, 2.2%

# Brought forward from above: 3 compounds, then new ones.
# Each structure is followed by: West Nile virus CPE, AID2073, NTR1 agonist cell count 20 µM, RSV antiviral HEp-2, NS5 inhibitors, K1F lysis inhibition, MgcRacGAP inhibition, NTR1 agonist, Large T inhibition, Siah-1 displacement
- Cc1ccc(-c2nc(CS(=O)CC(=O)NCc3ccccc3)c(C)o2)cc1 (stereo not drawn)
  -0.4%, 14.3%, 66, 2.6%, -7.0%, 0.7%, 5.6%, 0.0, 2.4%, -0.3%
- CCCNc1c(NS(=O)(=O)c2cccc(C#N)c2)c(=O)oc2ccccc12
  -0.4%, 7.2%, 72, 2.3%, -3.5%, 0.2%, 4.3%, -0.5, 16.9%, 0.8%
- CC(NC(=O)C(Cc1ccccc1)NC(=O)c1ccccc1)C(=O)O (stereo not drawn)
  0.5%, 9.6%, 88, 0.3%, -1.8%, 1.1%, 8.3%, 1.2, -0.1%, 2.2%
- O=C(NCCOc1ccc(Cl)cc1)c1ccc2ccccc2n1
  -1.2%, -10.2%, 57, 45.0%, 2.3%, 0.0%, 9.1%, 1.0, 4.5%, 0.5%
- O=C(c1ccccc1)N1CCN(S(=O)(=O)N2CCCCC2)CC1
  -0.1%, 3.9%, 47, 1.5%, 2.0%, 0.5%, 5.2%, -0.3, 10.3%, -2.0%
- C1CCC(Nc2nnnn2C2CCCCC2)CC1
  -0.2%, -5.4%, 49, 1.1%, -4.0%, 0.3%, 9.1%, -1.7, 2.9%, 7.5%
- COc1ccc(N(CC(=O)NCc2ccco2)S(C)(=O)=O)cc1Cl
  0.1%, 23.2%, 54, 0.8%, -0.8%, 0.2%, 8.0%, -1.5, 20.1%, -5.9%
- NS(=O)(=O)c1ccc(F)c(C(=O)O)c1
  0.6%, 5.9%, 54, 0.5%, -5.5%, 0.1%, 3.5%, -0.7, 6.9%, 1.7%
- CC(C)CCNc1nc2c(cc1C#N)COC(C)(C)C2
  0.5%, -0.8%, 75, 3.7%, 2.4%, -0.9%, 5.9%, -1.8, 9.2%, 0.0%
- COC(=O)C1CN(C(=O)c2cccc(OC(F)F)c2)c2ccccc2O1 (stereo not drawn)
  -0.2%, 22.5%, 48, -0.5%, -4.1%, -0.2%, 13.8%, 0.4, -16.5%, -3.9%
- O=C(CC1C(=O)N(c2ccc(F)cc2)C(=O)N1Cc1ccccn1)Nc1ccccc1 (stereo not drawn)
  1.3%, 10.2%, 88, -0.6%, -2.4%, -1.1%, 8.1%, -1.4, -1.7%, -1.2%
- CC1(C)NC(=O)N(CC(=O)NNC(=O)c2ccccc2F)C1=O
  /, /, 55, 0.3%, 3.0%, 0.6%[50 µM], 3.5%, -0.2, /, /
- CCOc1ccc(Nc2nc(NCC3CCCO3)c3ccccc3n2)cc1 (stereo not drawn)
  -1.7%, 8.9%, 36, 9.2%, -1.4%, 10.9%, 11.3%, 21.0, 12.1%, -11.8%
- O=C(O)CSc1c2c(nc3cc(C(=O)NCCN4CCOCC4)ccc13)CCC2
  0.1%, -18.2%, 55, 1.0%, /, 0.8%[50 µM], /, -0.3, 19.5%, -4.6%
- Cc1scc(C(=O)N2CCN(S(C)(=O)=O)CC2)c1-c1ccccc1
  -0.2%, -1.8%, 63, 0.4%, -5.5%, 0.1%, 0.2%, -0.3, 3.9%, 0.8%
- CCOC(=O)N1CCN(C(=O)CN2C(=O)COc3ccc(S(=O)(=O)N4CCOCC4)cc32)CC1
  -0.8%, 2.2%, 66, 1.0%, 8.0%, -0.1%, -30.0%, 0.7, 8.6%, 3.8%
- CN(C)c1ccccc1C(=O)c1ccccc1N(C)C
  3.0%, 19.0%, 84, 0.1%, -0.8%, 0.0%, 8.8%, -0.1, -1.8%, 3.9%
- O=C(COc1ccc(Br)cc1)Nc1ccc2c(c1)C(=O)NC2=O
  -0.1%, 22.8%, 97, 1.8%, -2.7%, -0.1%, -5.2%, 0.5, 3.0%, 1.2%
- Cc1cc(C)c(NC(=O)CSCc2c(C)noc2C)c(C)c1
  /, /, 87, 0.7%, -5.3%, 0.5%[50 µM], 3.1%, 0.0, /, /
- CCN(c1ccccc1)S(=O)(=O)c1cc(C(=O)NCc2ccccn2)ccc1C
  /, /, 73, /, -1.4%, 0.7%[50 µM], 14.1%, 2.5, /, /
- Cc1cccc(OCC(=O)Nc2ccccc2C(F)(F)F)c1
  -0.5%, 0.0%, 42, 4.5%, -6.4%, 1.5%[50 µM], 2.2%, 4.8, 5.2%, 20.5%
- Oc1sc(C=Nc2ccccc2)c2ccccc12
  -0.1%, 7.0%, 81, 4.0%, -32.1%, 0.5%, 9.6%, 3.0, 13.6%, -3.2%
- COCC1CCN(C(=O)c2cc(COc3ccccc3SC)on2)C1 (stereo not drawn)
  -0.8%, -3.6%, 51, 2.9%, -3.2%, 0.1%, 0.9%, 0.5, 10.3%, 5.2%
- O=C1CCN(Cc2ccccc2)CCN1CCSc1ccccc1
  -0.7%, 13.3%, 44, 0.9%, -15.5%, 2.5%, 8.7%, 0.0, 6.1%, 8.5%
- CN(Cc1cccs1)C(=O)Cn1cnc2ccccc2c1=O
  0.8%, -1.6%, 47, -0.6%, -1.6%, -0.4%, -0.4%, 1.9, 5.7%, -10.2%
- COC(=O)Cc1cc(=O)[nH]c(/N=C(\N)Nc2ccccc2)n1
  0.0%, -2.9%, 78, 1.6%, -7.0%, 1.9%, -3.1%, -0.2, 0.1%, 1.6%
- O=C(COC(=O)c1ccc2[nH]c3c(c2c1)CCCC3)Nc1ccc(Cl)cc1Cl
  -0.9%, 21.3%, 77, 10.7%, 3.6%, 0.4%, 13.3%, 12.7, -1.7%, 4.1%
- CC(C)N1CCc2c(sc(NC(=O)CCS(=O)(=O)c3ccccc3)c2C#N)C1
  1.6%, 14.7%, 60, 0.4%, 0.0%, 0.1%, 11.1%, 1.7, 24.4%, 0.9%
- CC(C)CCNC(=O)COc1ccc2c3c(c(=O)oc2c1)CCC3
  -0.4%, -5.6%, 51, 1.3%, -8.9%, -0.2%, -3.0%, 0.1, 22.9%, 1.1%
- COc1ccc(NS(=O)(=O)c2ccc3c(c2)OCCO3)cc1OC
  -1.7%, 0.4%, 58, 1.3%, -6.3%, 0.1%, -1.5%, 1.6, 3.3%, -4.5%
- CCN1CCc2nc(NC(=O)c3ccc(S(=O)(=O)N(C)C)cc3)sc2C1
  0.3%, -3.7%, 67, -0.4%, -17.8%, 1.8%, 0.3%, 0.5, 18.7%, 8.7%
- CC(=O)Nc1ccc(Br)c2ccccc12
  -0.3%, 22.6%, 92, 2.1%, -10.9%, 0.0%, 2.5%, -0.2, 1.0%, -2.8%
- CCc1ccc(OCC(=O)NC(=S)Nc2ccc(S(=O)(=O)NC3CCCCC3)cc2)cc1
  0.4%, 16.3%, 61, -0.2%, -8.2%, 0.3%, -3.9%, 7.5, 21.7%, -2.3%
- CN(C)/C=C(/C(=O)c1ccc(Cl)cc1)n1cncn1
  -0.2%, 2.7%, 100, 0.9%, -6.6%, -0.4%, -1.0%, 2.9, 5.5%, 2.7%
- COC(=O)c1ccc(C(=O)OC)c(NC(=O)CSc2n[nH]c(N)n2)c1
  /, /, 44, /, -7.0%, -2.2%, 13.6%, -1.5, /, /
- CC(=O)c1ccc(NC(=O)Nc2cccc3ccccc23)cc1
  0.0%, 6.7%, 62, 8.7%, -10.9%, 0.1%, 5.7%, -0.1, 8.6%, 1.3%
- Cc1cccc(COC(=O)CCCNC(=O)c2ccc(Cl)cc2)c1
  /, /, 65, 2.0%, 4.8%, 0.1%[50 µM], 2.4%, -1.7, /, /
- O=C(COC(=O)C1Cc2ccccc2CN1C(=O)c1ccccc1)Nc1ccc(SC(F)F)cc1 (stereo not drawn)
  -1.0%, 35.0%, 69, 2.4%, 2.2%, 1.9%, -0.3%, 3.3, 13.7%, 5.8%
- O=C(COC(=O)C1CCN(S(=O)(=O)c2cccs2)CC1)Nc1ccc(F)c(F)c1F
  /, /, 65, /, -0.7%, 0.9%[50 µM], 8.3%, 0.2, /, /
- COc1ccc(/C=C2/S/C(=N/N=C3\CC4CCC3(C)C4(C)C)NC2=O)cc1 (stereo not drawn)
  /, 10.1%, 58, 2.4%, 2.1%, 0.6%, 7.3%, 11.6, 4.2%, 0.5%
- Cc1ccc2c(C)c(C(=O)N(C)C(C)c3ccncn3)oc2c1C (stereo not drawn)
  -0.7%, 4.8%, 61, 2.0%, 2.3%, -0.1%, 11.2%, 1.5, 8.2%, 2.2%
